Source: PubChem BioAssay
TRPC6 inhibitor = inhibitors of mouse TRPC6 channel; B-score at 10 µM; Q61143; HEK293-TRPC6, membrane potential dye, ACh-evoked depolarization; hits give low values; actives 1.1% (n = 310,000);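 active means B-score under library mean minus 3 SD, initial fluorescence not abnormally high, positive integrated signal ratio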;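 further: B-score derived from integrated fluorescence ratio over the kinetic read; more negative B-score means stronger inhibition of depolarization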
TRPC4 potent = allosteric potentiators of mouse TRPC4 channel | HEK293 TRPC4beta/mu-opioid, DAMGO EC20, Fluo-4 Ca2+ flux; hits give high values | B-score at 10 µM | actives 0.42% (n = 310,000) | AID 2227;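 active means B-score of calcium response area above 5 SD of library B-scores, with initial fluorescence ratio within 5 SD of library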;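 further: B-score of integrated fluorescence ratio over time as area under calcium response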
MrgX1 antagonist = human MrgX1 receptor antagonism, primary screen | Q96LB2 | MRGX1-HEK293 calcium flux, Fluo-4, BAM8-22 antagonism; hits give low values | B-score at 10 µM | actives 1.3% (n = 310,000) | AID 588676;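 active means calcium-response B-score plate-corrected more than 3 library SD below zero, starting fluorescence within 5 deviations, no agonist response on first addition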;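 further: peak minus trough fluorescence over baseline after final BAM8-22 challenge near maximal dose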
Target sequence (Q96LB2 whole entry, looked up): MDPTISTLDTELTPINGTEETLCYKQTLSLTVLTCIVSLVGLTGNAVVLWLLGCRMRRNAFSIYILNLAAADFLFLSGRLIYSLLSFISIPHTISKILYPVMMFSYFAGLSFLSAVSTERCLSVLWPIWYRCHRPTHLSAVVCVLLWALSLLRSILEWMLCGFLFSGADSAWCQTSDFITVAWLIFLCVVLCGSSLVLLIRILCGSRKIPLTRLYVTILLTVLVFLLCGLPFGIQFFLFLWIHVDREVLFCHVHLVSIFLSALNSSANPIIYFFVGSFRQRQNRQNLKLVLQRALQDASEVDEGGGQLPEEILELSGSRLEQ
TRPC4 block = TRPC4 (mouse) channel inhibition; actives 0.39% (n = 300,000); Q9QUQ5; HEK293 TRPC4beta/mu-opioid, DAMGO-evoked Fluo4 calcium flux; hits give low values; B-score at 10 µM;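 active means B-score over 3 SD under the library average, no early fluorescence shift, positive overall ratio signal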
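Signal: kinetic Fluo4 fluorescence imaging of calcium influx. Material: stable TRPC4beta/mu-opioid receptor HEK293 cells. Probe or stimulus: DAMGO in two steps, submaximal then maximal.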
KLF5 inhibitor = kruppel-like factor 5 inhibition. actives 0.23% (n = 290,000). DLD-1 KLF5 promoter-luciferase reporter, luminescence. inhibition, % at 5 µM;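 active means inhibition above a per-plate limit of that plate's mean compound inhibition plus 3 SD, cut at about 60% in these data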;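 further: 0% = DMSO wells and 100% = LY294002 at 200 µM; higher means less KLF5 promoter-driven luciferase light; inactives centre near -14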
HIF activator = HIF pathway transcriptional activation; U2OS HRE-luciferase reporter, luminescence; normalized: DMSO 0%, desferrioxamine 100%; activation, % at 7.5 µM (by protocol); actives 0.32% (n = 300,000);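 active means mean activation of at least 10% of the iron chelator positive control signal, with at least half of replicates also reaching 10%; inconclusive means mean and replicate majority disagree about reaching 10%; inactive means mean and most replicates under 10%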
TRPC6 activator = activators of mouse TRPC6 channel; HEK293-TRPC6 membrane potential dye fluorescence; hits give high values; B-score at 10 µM; actives 0.13% (n = 310,000); AID 2550;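 active means B-score of the integrated fluorescence ratio above library mean plus 3 SD, and starting fluorescence ratio within library mean plus 5 SD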;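 further: higher score means more depolarization so channel activation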
IEC-6 cytotox = kills IEC-6 intestinal cells in KLF5 counter-screen; IEC-6 cytotoxicity, luminescence viability; inhibition, % at 5 µM; actives 0.78% (n = 290,000); in the data active means inhibition above about 22%;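 further: 0% = plate median of test compound wells and 100% = cytotoxic reference compound wells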
SKKanGAS inh = inhibitors of SKKanGAS S. pyogenes growth in kanamycin (SK-promoter or general growth effect); BacTiter-Glo, 6 h; inhibition, % at 7.5 µM; actives 1.3% (n = 300,000);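 active means mean replicate score, as percent of positive control median, at least 50; inconclusive means mean below 50 but one replicate at or above 50; inactive means mean and every replicate below 50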;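 further: strain carries kanamycin resistance gene driven by streptokinase promoter and grows in 40 µg/ml kanamycin; loss of luminescence reflects streptokinase promoter inhibition or plain growth inhibition; 0% = median of DMSO wells and 100% = positive control at its reference dose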
aSyn UTR inh = 5' untranslated region of α-synuclein, MLPCN primary screen | alpha-synuclein 5'UTR reporter, inhibitor activity | inhibition, % (tested at 7.5 µM) | actives 0.82% (n = 300,000) | AID 1813; in the data active means inhibition above about 60%; inconclusive means no clear call, values can overlap the other calls;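 further: H4 neuroglioblastoma cells stably carrying SNCA 5'UTR luciferase fusion; 0% = DMSO wells and 100% = positive control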
TRPC4 agonist = activators of mouse TRPC4 channel; Q9QUQ5; HEK293 TRPC4beta/mu-opioid, Fluo4 calcium fluorescence; hits give high values; B-score at 10 µM; actives 0.49% (n = 310,000);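 active means B-score above 5 SD of library B-scores, and initial fluorescence ratio not above library mean plus 5 SD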;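 further: positive B-score marks a calcium rise read as TRPC4 activation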
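Assay system: HEK293 stable line with TRPC4beta plus mu-opioid receptor; schedule: 45 min room-temperature Fluo4 loading, 110 s read; technique: kinetic Fluo4 calcium fluorescence; evaluation: integrated baseline-normalised fluorescence ratio, converted to per-well B score; controls: buffer (low) and maximal DAMGO (high)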
An asterisk follows results filed as active; i = inactive; u = inconclusive; x = no result given.

Structure,SKKanGAS inh,TRPC6 inhibitor,MrgX1 antagonist,IEC-6 cytotox,TRPC6 activator,TRPC4 agonist,TRPC4 block,TRPC4 potent,HIF activator,KLF5 inhibitor,aSyn UTR inh
CC(OC(=O)c1cc(=O)[nH]c2ccccc12)c1ccccc1 (stereo unspecified),2,i,i,5,i,i,i,i,0.1,0,15
CCN1CCN(C(=O)c2ccc3c(=O)n(CCc4ccccc4)c(=O)[nH]c3c2)CC1,14,i,i,0,i,i,i,i,0.6,-57,-72
COc1ccc(CN2CCCC(CNC(=O)c3ccc(F)cc3)C2)c(C)c1C (stereo unspecified),0,i,i,6,i,i,i,i,-0.3,-7,-10
O=C(c1cccc(N2C(=O)C3C4C=CC(C4)C3C2=O)c1)N1CCCc2ccccc21 (stereo unspecified),9,i,i,0,i,i,i,i,-0.1,4,2
CC1CCC(NC(=O)CCS(=O)(=O)c2ccc3c(c2)CC(C)N3C(=O)C2CC2)CC1 (stereo unspecified),-6,i,i,-1,i,i,i,i,x,-5,18
COc1cccc(CC(=O)N(CCC2=CCCCC2)c2c(N)n(Cc3ccccc3)c(=O)[nH]c2=O)c1,-3,i,i,x,i,i,i,i,-0.1,x,5
O=C(Cc1ncc(C(F)(F)F)cc1Cl)NNc1cccc(F)n1,6,i,i,-4,i,i,i,i,0.2,-23,7
O=C(Cn1cncn1)NCc1ccccc1Br,4,i,i,-3,i,i,i,i,0.3,-32,-2
CC(C)(C)c1ccc(S(=O)(=O)NCc2ccc(C(=O)N3CCOCC3)cc2)cc1,4,i,i,-4,i,i,i,i,0.1,-20,13
CN(C)S(=O)(=O)c1ccc(N2CCCC2)c(C(=O)NCC2CCCCC2)c1,19,i,i,-7,i,i,i,i,-1.1,-24,0
O=C(N/N=C/c1ccc(Br)s1)c1ccccn1,-4,i,i,4,i,i,i,i,1.2,-73,-96
O=C1CCSc2ccc(Cl)cc2N1Cc1cccc(Cl)c1,1,i,i,4,i,i,i,i,-0.8,17,29
CN1CCN(CCCNCc2cn(CCC#N)c3ccccc23)CC1,4,i,i,0,i,i,i,i,0.0,-18,-2
Cc1ccc(NC(=O)CCN2C(=O)c3cccc([N+](=O)[O-])c3C2=O)c(Br)c1,-2,i,i,-1,i,i,i,i,1.9,-28,-35
COc1cc2cc(C(=O)N(C)C3CCS(=O)(=O)C3)[nH]c2cc1OC (stereo unspecified),1,i,i,-2,i,i,i,i,0.0,2,5
Cc1nn(Cc2ccc(F)cc2)c(C)c1NC(=O)c1cc2ncc(Br)cn2n1,-2,i,i,-5,i,i,i,i,-0.7,5,24
O=C(CC1SC(=O)N(Cc2cccc3ccccc23)C1=O)Nc1nccs1 (stereo unspecified),10,i,i,-7,i,i,i,i,-0.2,-28,6
CCC(C)N(C(=O)COC(=O)c1ccc(=O)n(Cc2ccccc2)n1)C1CCS(=O)(=O)C1 (stereo unspecified),2,i,i,x,i,i,i,i,-13,x,5
COc1cccc(-c2ccc3nnc(SCC(=O)N4CCOCC4)n3n2)c1,-3,i,i,x,i,i,i,i,0.2,x,27
COc1cccc(N2CCN(S(=O)(=O)c3cccc4nsnc34)CC2)c1,-6,i,i,1,i,i,i,i,-0.5,2,6
Cc1ccc(C(C)NC(=S)NCc2ccc(F)cc2)c(C)c1 (stereo unspecified),6,i,i,-5,i,i,i,i,-0.3,-11,4
C#CCCOC(=O)Nc1ccccc1,10,i,i,-1,i,i,i,i,-1.0,-21,-13
Cc1c(C=O)c2ccccn2c1C(=O)c1ccncc1,1,i,i,-2,i,i,i,i,-0.8,-21,5
CCOC(=O)c1cc(C(=O)OCC)c2cccc(C)n2c1=O,12,i,i,-5,i,i,i,i,-0.4,-8,11
COC(=O)c1ccc(C(=O)OC)c(-n2c(=O)c3ccccc3c3ccccc3c2=O)c1,6,i,i,-1,i,i,i,i,0.6,-4,10
CC1CCN(C(=O)CCC(=O)Nc2nnc(C3CCCCC3)s2)CC1,-4,i,i,-10,i,i,i,i,-0.1,-16,-8
Oc1ccc(C=NCCc2ccccc2)cc1,-1,i,i,1,i,i,i,i,0.7,-24,-4
O=c1cc(-c2ccccc2F)nc(-c2ccccc2F)o1,4,i,i,-1,i,i,i,i,0.0,7,-8
CCOC(=O)C1CCN(C(=S)Nc2cccc(C)c2)CC1,1,i,i,0,i,i,i,i,0.0,-34,-6
CSCCC(NC(=O)c1ccco1)C(=O)Nc1ccncc1 (stereo unspecified),-17,i,i,4,i,i,i,i,0.1,-17,-17
COc1ccc(OC)c(C2=Nn3c(nnc3-c3cc(C)[nH]n3)SC2)c1,3,i,i,4,i,i,i,i,58*,-8,18
CC(C)[C@H](NC(=O)c1ccccc1)C(=O)OCC(=O)N1CCCCCC1,5,i,i,-3,i,i,i,i,0.1,10,-6
O=C(/C=C/c1ccc(Cl)cc1Cl)Nc1ccc(CN2CCOCC2)cc1,-2,i,i,4,i,i,i,i,0.2,0,-34
CCCC1=NN2C(=N)/C(=C\c3cc(C)n(-c4cccc(C)c4)c3C)C(=O)N=C2S1,35,i,i,5,i,i,i,i,-0.4,-10,-11
O=C(COC(=O)CN1C(=O)COc2ccccc21)NCc1ccc(F)cc1,-5,i,i,x,i,i,i,i,0.5,x,-11
COC(=O)Cn1c(=NC(=O)c2cc(OC)c(OC)c(OC)c2)sc2cc(OC)ccc21,0,i,i,-6,i,i,i,i,0.4,11,29
CCC1CN(S(=O)(=O)c2cc(-c3cc(C)no3)ccc2OC)c2cc(C)ccc2O1 (stereo unspecified),10,i,i,6,i,i,i,i,0.6,-8,19
COc1cc(NC(=O)COc2ccccc2[N+](=O)[O-])ccc1NC(=O)c1cccs1,19,i,x,-1,i,i,i,i,-2.5,-33,-21
Cc1nnc(SCC(=O)NCCc2ccccc2)s1,2,i,i,-5,i,i,i,i,0.1,6,-8
O=C(CSc1nnc(-c2ccccc2Cl)o1)Nc1ccccn1,-6,i,i,3,i,i,i,i,-2.7,-91,42
CCOC(CNC(=O)c1cc2c(=O)n(CC)c3ccccc3c2s1)OCC,4,i,i,11,i,i,i,i,-0.5,-21,-16
C=CCn1c(CCNC(=O)c2ccccc2F)nnc1SCC(=O)Nc1nc(C)cs1,-3,i,i,7,i,i,i,i,x,9,x
O=C(COC(=O)c1ccc([N+](=O)[O-])cc1Cl)NC(=O)c1ccccc1,-15,i,i,x,i,i,i,i,0.4,x,-1
CC1CC(C)(C)Nc2ccc(OC(=O)c3ccco3)cc21 (stereo unspecified),2,i,i,9,i,i,i,i,-1.1,-11,70*
CCNc1nc(NCC)nc(ON=C(C)C)n1,0,i,i,5,i,i,i,i,-0.8,4,22
COc1cccc(C2C(C#N)=C(N)N(N(C)C)C3=C2C(=O)CCC3)c1 (stereo unspecified),1,i,i,-8,i,i,i,i,-2.6,-36,9
COc1cccc(NC(=O)CCCn2c(=O)[nH]c3ccccc3c2=O)c1,-7,i,i,0,i,i,i,i,-0.1,2,10
CCCCNC(=O)N1CCN(S(C)(=O)=O)CC1,5,i,i,4,i,i,i,i,0.1,-26,15
COc1ccc2c(c1)CC/C2=N\OC(=O)c1ccccc1OC,-2,i,i,0,i,i,i,i,2.1,-23,-65
CNc1ccc(/C=C/C(=O)c2cccc3ccccc23)cc1[N+](=O)[O-],42,i,i,13,i,i,i,i,0.2,-22,-12
CCOC(=O)N1CCC(Nc2c(NCCCN(CC)Cc3ccccc3)c(=O)c2=O)CC1,-1,i,i,1,i,i,i,i,-0.3,-14,2
COC(=O)Nc1nnc(COc2ccccc2)s1,12,i,i,-3,i,i,i,i,-0.1,0,-8
Cc1cccc(OCc2ccc(C(=O)Nc3ccc(F)cc3)cc2)c1,-1,i,i,1,i,i,i,i,0.2,-16,-20
NC(=O)SCC(=O)Nc1ccc(Cl)cc1,-7,i,i,0,i,i,i,i,-0.3,-32,-13
O=C(NCCc1ccccc1)c1cccc(N2C(=O)C3CC=CCC3C2=O)c1 (stereo unspecified),10,i,i,5,i,i,i,i,0.2,-36,-11
O=C(COC(=O)CN1C(=O)NC2(CCCC2)C1=O)Nc1c(Cl)cccc1C(F)(F)F,2,i,i,x,i,i,i,i,-0.1,x,5

Next results follow.
Structure,SKKanGAS inh,TRPC6 inhibitor,MrgX1 antagonist,IEC-6 cytotox,TRPC6 activator,TRPC4 agonist,TRPC4 block,TRPC4 potent,HIF activator,KLF5 inhibitor,aSyn UTR inh
CCOc1ccc(-c2nnc(SCC(=O)Nc3cc(C)on3)o2)cc1,4,i,i,3,i,i,i,i,-4.3,-44,29
O=C(c1ccccc1Cl)N1CCN(S(=O)(=O)c2cccs2)CC1,u,i,i,-1,i,i,i,i,-0.1,-15,0
COc1ccc(N=C/C=C2/C=C(c3ccccc3)OC(C)(C)O2)cc1,2,i,i,-4,i,i,i,i,0.0,7,-19
O=C(c1ccccc1F)N1CCC(O)(c2cccnc2)CC1,0,i,i,-3,i,i,i,i,0.1,-64,-24
O=c1[nH]c(/C=C/c2ccc(Cl)cc2Cl)c([N+](=O)[O-])c(=O)[nH]1,-6,i,i,-8,i,i,i,i,-0.4,-21,-15
COCCNS(=O)(=O)c1cc(C)c(C)cc1C,9,i,i,4,i,i,i,i,-0.1,8,5
Cc1cc2oc(=O)cc(CN3CCOCC3)c2cc1Cl,2,i,i,2,i,i,i,i,0.3,2,7
COc1ccc2cc(C(=O)NC3CCCCC3)c(=O)oc2c1,0,i,x,4,i,i,i,i,0.3,-5,-49
COc1ccc(NC(=O)CCC(=O)Nc2nnc(CC(C)C)s2)cc1Cl,-6,i,i,-5,i,i,i,i,0.0,-26,-7
COc1ccc(CC(=O)Oc2ccc(C#N)cc2)cc1,-8,i,i,-3,i,i,i,i,-4.1,-26,8
N#C/C(=C/c1cccc([N+](=O)[O-])c1)c1nnc2n1CCCCC2,-3,i,i,-1,i,i,i,i,-0.1,-19,23
O=C1CC2(CCN(C(=O)c3ccc(Br)cc3)CC2)Oc2ccccc21,-6,i,i,x,i,i,i,i,0.3,x,0
CCOc1ccccc1N(C(=O)CNC(=O)c1ccco1)C(C(=O)NC1CCCC1)c1ccncc1 (stereo unspecified),0,i,i,-5,i,i,i,i,-0.2,-2,-4
